NOD1 NF-kB reporter – inhibition of NOD1-driven NF-kB reporter – cell-based, luminescence, uHTS, primary screen (AID 1578); NOD1-driven NF-kB luciferase reporter cells, luminescence; higher % means a stronger effect; one-dose inhibition, % at 4 µM; EC50 in µM for titrated hits; 290,000 compounds, 1% hits; in the data active = inhibition mostly above about 36%, no sharp cut-off; inactive = mostly below about 34%;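 note: HEK-293T reporter cells stimulated with the NOD1 agonist gamma-tri-DAP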
XIAP displacement – XIAP antagonists, biochemical, IAP family, fluorescence polarization (AID 1018); displacement, % at 20 µM; hits with a dose series show IC50 in µM; 200,000 compounds, 0.007% hits; XIAP BIR domain, fluorescence polarization peptide displacement; higher % means a stronger effect; in the data active = displacement above about 50%; note: a part of the inactive calls stands beside numbers as strong as those of hits
LYP inhibition – PTPN22 lymphoid phosphatase activity blockers – biochemical, fluorescence intensity, uHTS (AID 1779); recombinant LYP phosphatase, fluorescence intensity; higher % means a stronger effect; one-dose inhibition, % at 11.5 µM; IC50 in µM for titrated hits; 290,000 compounds, 0.054% hits;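 note: plate controls were vehicle with enzyme for no effect and no enzyme for full effect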
KOR beta-arrestin-1 – KOR antagonists, beta-arrestin recruitment, cell-based, luminescence, uHTS (AID 1778); KOR beta-arrestin recruitment, luminescence, antagonist mode; higher % means a stronger effect; inhibition, % at 10 µM, or IC50 in µM where a hit was titrated; 290,000 compounds, 0.091% hits; note: strong numbers were not always called active
TNAP activators – stimulation of alkaline phosphatase TNAP activity – biochemical, luminescent, no phosphate acceptor, uHTS, primary screen (AID 1001). one-dose activation fold at 20 µM; EC50 in µM for titrated hits. 200,000 compounds, 0.03% hits. purified TNAP, luminescent activation assay, no phosphate acceptor; higher activation fold means a stronger effect; in the data active = activation fold from about 3, or a potency from the dose series; inactive = the rest, 99 in 100 with activation fold below about 1.6; note: many of its hits are not listed in these tables
KOR beta-arrestin-2 – kappa opioid receptor activators – cell-based, luminescence, uHTS, primary screen (AID 1777). KOR beta-arrestin recruitment, luminescence; higher % means a stronger effect. 280,000 compounds, 0.02% hits. activation, % at 10 µM; hits with a dose series show EC50 in µM; in the data active = activation above about 50%, passing the limit was not always enough; note: a part of the inactive calls stands beside numbers as strong as those of hits
PMI inhibition – MPI inhibition at elevated mannose 6-phosphate – biochemical, fluorescence intensity, high mannose 6-phosphate, primary screen (AID 1220). 190,000 compounds, 0.66% hits. inhibition, % at 20 µM; hits with a dose series show IC50 in µM. recombinant PMI enzyme, coupled fluorescence intensity; higher % means a stronger effect
NOD2 inhibition – inhibition of NOD2-driven NF-kB reporter – cell-based, luminescence, uHTS, HEK293 (AID 1566) | HEK293 NOD2/NF-kB luciferase reporter, luminescence; higher % means a stronger effect | inhibition, % at 4 µM, or EC50 in µM where a hit was titrated | 290,000 compounds, 0.63% hits; note: many of its hits are not listed in these tables
PMI inhibitors – MPI enzyme activity inhibition – biochemical, fluorescence intensity, coupled assay, primary screen (AID 1209); purified PMI enzyme, coupled fluorescence intensity; higher % means a stronger effect; one-dose inhibition, % at 20 µM; IC50 in µM for titrated hits; 190,000 compounds, 0.42% hits;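 note: plate controls were DMSO vehicle for no effect and wells lacking substrate for full effect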
Active calls of the source: *; nt = no result given; [ ] = remark or other dose. Cut-off read from the data, not from the text of the source, unless noted: active = inhibition above about 50%; inactive = the rest.

NOD2 inhibition | KOR beta-arrestin-2 | PMI inhibitors | NOD1 NF-kB reporter | XIAP displacement | KOR beta-arrestin-1 | TNAP activators | PMI inhibition | LYP inhibition | SMILES
14% | 2.0% | nt | -9% | nt | -21% | nt | nt | -10% | CCCOc1cccc(C2C(C(=O)c3ccco3)=C(O)C(=O)N2CCCn2ccnc2)c1 (configuration not stated)
8% | -0.6% | 14% | -7% | -7.2% | 1% | 1.1 | 9% | -7% | Cc1onc(CO)c1C(=O)Nc1nccs1
-36% | -5.7% | -5% | -39% | -5.7% | 21% | 1.2 | -3% | -6% | CC(=O)c1ccc(N2CCN(C(=O)Nc3ccc(F)cc3)CC2)cc1
-1% | 3.1% | nt | 4% | nt | 4% | nt | nt | -6% | CCO/C(C)=C1/SC(=S)NC1=O
11% | -3.8% | 5% | -11% | -11% | 13% | 1 | 5% | -10% | Cc1cc(C)n2nc(CCCO)nc2n1
-11% | -0.4% | nt | -24% | nt | -27%[20 µM] | nt | nt | -3% | CCCC1CC(CCc2ccccc2)OS(=O)(=O)N1 (configuration not stated)
4% | 0.2% | 26% | -11% | -1.6% | 2% | 1.2 | 10% | -5% | COc1cccc(NC(=O)COc2c(F)c(F)c(C(F)(F)F)c(F)c2F)c1
-4% | -3.9% | nt | -41% | nt | -16%[20 µM] | nt | nt | -10% | CC(=O)c1ccc(OC(=O)CCc2ccccc2)cc1
10% | 4.6% | 9% | 9% | -6.1% | -53% | 1.1 | 13% | -7% | COc1ccccc1C(=O)N/C(=C/c1ccc(Br)cc1)C(=O)NCC(=O)O
4% | -2.4% | 8% | -32% | -3.4% | 7% | 1.1 | 10% | -2% | COc1ccc(Oc2c(Cl)cnn(-c3ccc(Cl)c(Cl)c3)c2=O)cc1
10% | 2.6% | nt | -13% | nt | -9% | nt | nt | -4% | CCN(CC)S(=O)(=O)c1ccc(Cl)c(NC(=O)CSc2cccc[n+]2[O-])c1
-8% | 1.0% | -2% | -36% | -3.1% | -7% | 1.1 | 3% | 3% | Cc1cccc(NC(=O)CCNC(=O)c2ccco2)c1C
-4% | -1.3% | 14% | -19% | -4.3% | 43% | 1.1 | 7% | 0% | COc1ccccc1NC(=O)C1=C(C)Nc2nc(CCCO)nn2C1c1cccnc1 (configuration not stated)
-1% | nt | -32% | -3% | -3.1% | -5% | 1.1 | -21% | 4% | C#CCOC(=O)CCC(=O)NCCc1ccccc1
9% | -1.8% | nt | 9% | nt | 0% | nt | nt | -6% | O=[N+]([O-])c1ccc(S(=O)(=O)Nc2nnc(C(F)(F)F)s2)cc1
-12% | 0.1% | 2% | -7% | -6.5% | 8% | 0.9 | -6% | 8% | Cc1cccc(C)c1NC(=O)CSc1nc(COc2ccccc2)nc2ccccc12
6% | -1.1% | nt | -3% | nt | 36% | nt | nt | -5% | Cc1cc(N/N=C/c2ccncc2)c([N+](=O)[O-])cc1[N+](=O)[O-]
-49% | -1.1% | nt | -9% | nt | -6% | nt | nt | -1% | Fc1ccc(-c2csc(N3CCOCC3)n2)cc1
32% | 5.2% | 14% | 17% | -1.7% | 3% | 1 | 16% | -8% | O=C(Cn1nnc(-c2ccc(CN3CCOCC3)cc2)n1)Nc1nc(-c2ccccc2)cs1
25% | 29% | 9% | -4% | -7.4% | -25% | 1.1 | 12% | -2% | O=S(=O)(Cc1ccccc1)/C1=C(\N2CCOCC2)CCCCCC1
-19% | 7.1% | -2% | -30% | -1.6% | -47% | 1.2 | -3% | -6% | Cc1cc(C)c2nc(NC(=O)c3cc(C)on3)sc2c1
14% | -1.2% | 1% | 27% | -1.3% | 2% | 0.9 | 24% | -4% | O=C(CNC(=O)c1ccco1)OCC(=O)c1ccc2c(c1)CCCC2
-6% | 0.5% | nt | -32% | nt | -31% | nt | nt | 6% | CCCOc1ccc(/C=N/NC(=O)c2ccc3c(c2)OCO3)c(OCCC)c1
-42% | 0.1% | 5% | -62% | -4.2% | 5% | 1.1 | 0% | -4% | O=C(Nc1cc(N2CCOCC2)ncn1)c1ccc(F)cc1
-4% | -3.3% | nt | -38% | nt | -10%[20 µM] | nt | nt | 1% | COc1ccc(NC(=O)CCN2CCN(c3ccccc3F)CC2)c(OC)c1
6% | 3.4% | nt | -8% | nt | -10% | nt | nt | -6% | CC(=O)c1cccc(NC(=O)N2CCCCCC2)c1
9% | -4.9% | 8% | -24% | -5.1% | 21% | 1 | 1% | -5% | COC(=O)NCC(c1ccco1)N1CCN(c2ccc(F)cc2)CC1 (configuration not stated)
-12% | 13% | 7% | 2% | -2.9% | -24% | 1.1 | 8% | -9% | COc1cccc(OCCCCCN2CCOCC2)c1
15% | 4.3% | -17% | 34% | 0.6% | -22% | 1 | -13% | 1% | CCN1CCN(C(c2ccccn2)c2c(NC(=O)c3ccccc3)sc(C)c2C)CC1 (configuration not stated)
-2% | -3.6% | 4% | -48% | -6.1% | -6% | 1.1 | 5% | -4% | CCOC(=O)CC1=CSC2=NS(=O)(=O)CCN12
7% | -0.3% | 6% | -6% | -1.0% | 5% | 1 | 10% | -10% | CC(C)CC(=O)N1CC(C)N(C(=O)CC(C)C)CC1C (configuration not stated)
4% | -2.0% | 0% | -13% | 0.9% | 1% | 1.1 | -6% | -6% | COc1cc(OC)cc(C(=O)OCC(=O)NCc2ccc3c(c2)OCO3)c1
2% | 8.3% | 10% | -22% | -0.9% | 24%[20 µM] | 1 | 8% | -8% | COc1ccc(N(CC(=O)NCCC2=CCCCC2)S(=O)(=O)c2ccccc2)c(OC)c1
6% | -6.7% | nt | -1% | nt | 25% | nt | nt | -6% | CCOCCn1c(SCC(=O)OCc2ccccc2)nc2c1c(=O)[nH]c(=O)n2C
-1% | -4.5% | 4% | -5% | -0.4% | -29% | 1.1 | 10% | -5% | CCCCn1c(-c2ccccc2)nc2c(=O)n(C)c(=O)[nH]c21
-5% | -4.5% | 3% | 8% | -3.0% | 0% | 1.1 | -2% | -6% | CC12CCC(C(=O)NCc3ccc4c(c3)OCO4)(C(=O)C1=O)C2(C)C (configuration not stated)
-9% | -3.4% | -29% | -35% | -4.3% | -17% | 1.1 | -14% | -11% | CSc1ccc(/C=C/C(=O)N2CCCN(C)CC2)cc1
-7% | 7.0% | 3% | 10% | -3.0% | 20% | 1.1 | 9% | -4% | COC(=O)c1[nH]c2cccc(OC)c2c1NC(=O)CCN1CCC(C(N)=O)CC1
8% | 0.9% | 10% | -4% | -0.9% | 19% | 1.1 | -4% | -4% | O=C(Nc1c(F)cc(F)cc1Br)c1ccco1
4% | nt | nt | -22% | -4.0% | -33%[20 µM] | 1.1 | nt | -9% | COc1ccc(CN2CCCC(CNC(=O)c3ccc(F)cc3)C2)c(C)c1C (configuration not stated)
6% | -1.2% | 6% | -16% | -8.8% | -1% | 1.1 | 3% | -10% | Cc1cc(C)c(C2C(C#N)=C(N)Oc3n[nH]c(C)c32)cc1CN1CCOCC1 (configuration not stated)
26% | -2.8% | -6% | -5% | -2.7% | 10% | 1 | -3% | 1% | CC(=O)[C@@]1(O)CC[C@H]2[C@@H]3C[C@H](C)C4=CC(=O)C=C[C@]4(C)[C@@]3(F)[C@@H](O)C[C@@]21C
5% | -1.7% | 9% | 6% | -4.6% | -43% | 1.1 | 6% | -1% | COc1ccc(N(CC(=O)Nc2ccc3c(c2)OCCO3)S(=O)(=O)c2cccnc2)cc1
3% | -2.0% | 0% | -3% | -0.4% | 5% | 1.2 | -4% | -8% | COc1ccc(CN2CCCCC2c2cccnc2)c(OC)c1C (configuration not stated)
17µM* | 3.3% | -1% | nt | -14% | -24% | 1 | 12% | 1% | COCC(C)n1c(C)cc(C(=O)COc2ccc(C)nc2[N+](=O)[O-])c1C (configuration not stated)
-112% | -4.7% | 6% | -28% | -54% | -8% | 1.6 | 6% | -9% | O=C(Nc1ccc2oc(-c3ccccc3F)nc2c1)c1ncn[nH]1
7% | 2.2% | nt | 2% | nt | -15% | nt | nt | 0% | COc1ccc(/C=N/NC(=O)c2ccccc2O)cc1COc1ccccn1
12% | -3.1% | 18% | 24% | -2.9% | -37% | 1.1 | 13% | -4% | CN(C)c1ccccc1C(=O)N1CCCC(C(=O)c2ccc3ccccc3c2)C1 (configuration not stated)
-19% | 5.6% | -5% | -16% | -3.6% | -9% | 1.1 | 4% | 1% | COc1ccc(NC(=O)CSc2nnc(-c3cccs3)n2Cc2ccco2)cc1OC
19% | 0.1% | 10% | -18% | -3.1% | -12% | 1.1 | 12% | -7% | O=C(c1cncs1)N1CCCC(CNS(=O)(=O)c2cccs2)C1 (configuration not stated)
-6% | 20% | 0% | nt | -14% | -9% | 1.1 | 2% | 0% | COCCCNC(=O)/C=C/c1cccc(Cl)c1
0% | 1.8% | nt | 0% | nt | -50% | nt | nt | -7% | COc1ccc(OC)c(NC(=O)c2cc(-c3cc(C)c(C)cc3O)n[nH]2)c1
22% | 4.5% | -4% | 11% | -4.1% | 26% | 1 | 8% | 3% | CSCCC(NC(=O)c1ccccc1)C(=O)OCC(=O)c1ccc[nH]1 (configuration not stated)

Sorted by length of the SMILES (highest first): part of the list above.
NOD2 inhibition | KOR beta-arrestin-2 | PMI inhibitors | NOD1 NF-kB reporter | XIAP displacement | KOR beta-arrestin-1 | TNAP activators | PMI inhibition | LYP inhibition | SMILES
26% | -2.8% | -6% | -5% | -2.7% | 10% | 1 | -3% | 1% | CC(=O)[C@@]1(O)CC[C@H]2[C@@H]3C[C@H](C)C4=CC(=O)C=C[C@]4(C)[C@@]3(F)[C@@H](O)C[C@@]21C
5% | -1.7% | 9% | 6% | -4.6% | -43% | 1.1 | 6% | -1% | COc1ccc(N(CC(=O)Nc2ccc3c(c2)OCCO3)S(=O)(=O)c2cccnc2)cc1
6% | -1.2% | 6% | -16% | -8.8% | -1% | 1.1 | 3% | -10% | Cc1cc(C)c(C2C(C#N)=C(N)Oc3n[nH]c(C)c32)cc1CN1CCOCC1 (configuration not stated)
-19% | 5.6% | -5% | -16% | -3.6% | -9% | 1.1 | 4% | 1% | COc1ccc(NC(=O)CSc2nnc(-c3cccs3)n2Cc2ccco2)cc1OC
4% | nt | nt | -22% | -4.0% | -33%[20 µM] | 1.1 | nt | -9% | COc1ccc(CN2CCCC(CNC(=O)c3ccc(F)cc3)C2)c(C)c1C (configuration not stated)
22% | 4.5% | -4% | 11% | -4.1% | 26% | 1 | 8% | 3% | CSCCC(NC(=O)c1ccccc1)C(=O)OCC(=O)c1ccc[nH]1 (configuration not stated)
7% | 2.2% | nt | 2% | nt | -15% | nt | nt | 0% | COc1ccc(/C=N/NC(=O)c2ccccc2O)cc1COc1ccccn1
-112% | -4.7% | 6% | -28% | -54% | -8% | 1.6 | 6% | -9% | O=C(Nc1ccc2oc(-c3ccccc3F)nc2c1)c1ncn[nH]1
19% | 0.1% | 10% | -18% | -3.1% | -12% | 1.1 | 12% | -7% | O=C(c1cncs1)N1CCCC(CNS(=O)(=O)c2cccs2)C1 (configuration not stated)
3% | -2.0% | 0% | -3% | -0.4% | 5% | 1.2 | -4% | -8% | COc1ccc(CN2CCCCC2c2cccnc2)c(OC)c1C (configuration not stated)
-6% | 20% | 0% | nt | -14% | -9% | 1.1 | 2% | 0% | COCCCNC(=O)/C=C/c1cccc(Cl)c1

The list is partial; rates above refer to the full screens.
